Screening results (PubChem)
Mcl1-Noxa inh – Mcl-1/Noxa binding inhibitors, primary screen, biochemical, TR-FRET, 1536-well | 220,000 compounds, 1.5% hits | Induced myeloid leukemia cell differentiation protein Mcl-1 (Homo sapiens), Q07820 | inhibition, % at 21.7 µM | TR-FRET Mcl-1/Noxa peptide binding, 2 h;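 active = compounds that cut the protein-peptide binding signal by more than 50% relative to plate controls in a single-dose test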;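 note: His-tagged Mcl-1 with rhodamine Noxa BH3 peptide and terbium anti-His antibody; 0% = Mcl-1 plus Noxa peptide wells and 100% = peptide-only wells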
Target sequence (Q07820 whole entry, looked up): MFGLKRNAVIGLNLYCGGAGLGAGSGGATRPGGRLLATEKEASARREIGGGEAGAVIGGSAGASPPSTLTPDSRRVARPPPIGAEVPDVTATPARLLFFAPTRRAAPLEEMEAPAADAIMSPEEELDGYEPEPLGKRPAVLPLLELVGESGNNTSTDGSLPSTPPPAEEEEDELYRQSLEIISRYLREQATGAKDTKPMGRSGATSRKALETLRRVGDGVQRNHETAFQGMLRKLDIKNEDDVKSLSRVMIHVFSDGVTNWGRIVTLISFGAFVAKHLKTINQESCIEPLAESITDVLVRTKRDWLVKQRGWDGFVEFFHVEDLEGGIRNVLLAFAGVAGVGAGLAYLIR
Rab7 wt GTP bind – modulators of GTP binding to Rab7, primary screen, biochemical, wildtype, multiplex bead flow cytometry; GTP binding activity (percent of control), % at 10 µM; Rab7 GTPase wild type (dog), Bodipy-FL-GTP binding; 190,000 compounds, 0.055% hits; GST-Rab7 beads, fluorescent GTP binding; actives lie on both sides; untreated = 100%, excess cold GTP = 0%;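 active = fluorescent GTP binding to Rab7 beads changed by at least 20 points from the 100% baseline, either direction, mostly lower; inconclusive = compound itself probably fluorescent, or too few beads counted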;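 note: median green fluorescence of bound Bodipy-FL-GTP per Rab7 bead population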
Bim-Mcl-1 – inhibitors of Bim peptide binding to Mcl-1, primary screen, biochemical, bead-based flow cytometry, multiplex. Induced myeloid leukemia cell differentiation protein Mcl-1 (Homo sapiens), Q07820. Bim peptide-Mcl-1 binding. inhibition, % at 10 µM. 190,000 compounds, 0.1% hits; in the data active = inhibition above about 40%;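 note: 0% = no compound tracer wells and 100% = peptide blocker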
Rab2A wt mod – modulators of GTP binding to Rab2A wildtype, primary screen, biochemical, dog, bead-based flow cytometry, multiplex. Ras-related protein Rab-2A (Canis lupus familiaris), P61105. GST-Rab2 wt beads, Bodipy-GTP binding. GTP binding activity, % at 10 µM. 190,000 compounds, 0.19% hits. AID 760, 2007;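 active = GTP binding activity at least 20 points away from 100%, either lowered or raised; inconclusive = signal likely due to the compound's own green fluorescence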;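 note: 0% = beads with excess unlabeled GTP and 100% = no-compound control corrected for plate trend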
Pf gamet viab – late stage P. falciparum gametocyte viability inhibitors, primary screen, ATP luminescence, HTS; P. falciparum stage V gametocytes, 24 h; inhibition, % at 10.9 µM; 150,000 compounds, 0.065% hits; AID 743093, 2013;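 active = inhibition above the mean plus 3 SD of compounds within the control limits, set per campaign, cut at about 38% in these data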;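 note: 0% = DMSO wells and 100% = medium only without gametocytes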
Avidin bead fluor – green autofluorescence of compounds with avidin beads – biophysical, 488/530 nm, flow cytometry, artefact control, profiling panel | 220,000 compounds, 0.38% hits | fluorescence (KMESF) at 10 µM | AID 1775, 2009 | compound fluorescence 488/530 nm; stronger effect = higher value; in the data active = fluorescence above about 47; note: inactives centre near 10
Rac1 mut GTP – GTP binding modulators of activated mutant Rac1, primary screen, biochemical, bead-based flow cytometry, multiplex, fluorescent GTP | Ras-related C3 botulinum toxin substrate 1 (Homo sapiens), P63000 | GST-Rac1 activated beads; actives lie on both sides; 100% means binding = to untreated wells | 190,000 compounds, 0.11% hits | percent activity (GTP binding), % at 10 µM;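 active = GTP binding at least 20 percentage points away from the 100% baseline, in either direction, so actives lie on both sides; inconclusive = Compound likely fluorescent itself, or too few beads counted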
Mcl1-Bid inh – Mcl-1/Bid binding inhibitors, primary screen, biochemical, TR-FRET, 1536-well. Induced myeloid leukemia cell differentiation protein Mcl-1 (Homo sapiens), Q07820. TR-FRET Mcl-1/Bid-Dy647 peptide binding. inhibition, % at 21.7 µM. 220,000 compounds, 0.97% hits. AID 1021, 2008;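 active = compounds that cut the binding signal by more than half at the single screening dose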;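 note: His-tagged Mcl-1 with europium anti-His antibody binding Bid BH3 peptide; 0% = Mcl-1 plus peptide wells and 100% = peptide-only wells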
HRas wt GTP – modulators of GTP binding to HRas wildtype, primary screen, biochemical, bead-based flow cytometry, multiplex; GTPase HRas (Homo sapiens), P01112; GST-Ras wt beads, Bodipy-FL-GTP binding; actives lie on both sides; GTP binding activity, % at 10 µM; 190,000 compounds, 0.14% hits;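 active = GTP binding activity at least 20% away from the 100% baseline, either lowered as inhibitor or raised as activator; inconclusive = flagged as likely green fluorescent, judged across all proteins in the well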;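 note: 0% = unlabeled GTP competition control and 100% = no-compound control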
Target sequence (P01112 whole entry, looked up): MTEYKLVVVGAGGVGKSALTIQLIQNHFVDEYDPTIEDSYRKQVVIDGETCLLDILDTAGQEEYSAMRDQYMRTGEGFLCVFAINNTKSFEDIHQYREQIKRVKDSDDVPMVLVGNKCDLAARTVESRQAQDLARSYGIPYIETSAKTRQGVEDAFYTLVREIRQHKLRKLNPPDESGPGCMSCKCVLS
Cdc42 wt GTP – modulators of GTP binding to wildtype Cdc42, primary screen, biochemical, multiplex bead flow cytometry, Bodipy-GTP | GST-Cdc42 beads; actives lie on both sides | percent activity (GTP binding), % at 10 µM | 190,000 compounds, 0.2% hits | AID 761, 2007;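 active = percent activity GTP binding at least 20 points away from the 100% baseline, either down as inhibitor or up as activator; inconclusive = compound flagged as likely green fluorescent from well-wide comparison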;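 note: median bead fluorescence of bound Bodipy-FL-GTP at 100 nM; 0% = excess unlabeled GTP control and 100% = no compound control; below 100% means less GTP binding so inhibitor and above means activator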
Target sequence (P60953 whole entry, looked up): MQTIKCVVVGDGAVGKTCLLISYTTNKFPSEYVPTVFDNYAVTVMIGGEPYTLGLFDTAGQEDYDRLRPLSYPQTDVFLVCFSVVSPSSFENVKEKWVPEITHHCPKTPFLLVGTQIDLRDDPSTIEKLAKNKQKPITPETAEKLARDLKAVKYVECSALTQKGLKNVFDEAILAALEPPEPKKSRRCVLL
Rac1 wt modul – wildtype Rac1 GTP binding modulators, primary screen, biochemical, GST-Rac1 beads, flow cytometry, multiplex | fluorescent GTP binding; actives lie on both sides; 0 = cold GTP competed, 100 = untreated | AID 757, 2007 | GTP binding activity (% of control), % at 10 µM | 190,000 compounds, 0.27% hits;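 active = GTP binding activity at least 20 points away from the 100% control level, either lower or higher; inconclusive = compound flagged as likely green fluorescent, judged across all proteins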
* marks the source's active call; other numbers are inactive results.

For CCCCc1nnc(NC(=O)CCSc2ccccc2)s1 the results were Mcl1-Noxa inh 7, Rab7 wt GTP bind 100, Bim-Mcl-1 2, Rab2A wt mod 98, Pf gamet viab -31, Avidin bead fluor 8, Rac1 mut GTP 98, Mcl1-Bid inh -22, HRas wt GTP 101, Cdc42 wt GTP 99 and Rac1 wt modul 98.
For COc1ccc(Nc2nc(C(=O)NCCCN3CCOCC3)cs2)cc1 the results were Mcl1-Noxa inh 0, Rab7 wt GTP bind 96, Bim-Mcl-1 -2, Rab2A wt mod 99, Pf gamet viab -9, Avidin bead fluor 17, Rac1 mut GTP 100, Mcl1-Bid inh -34, HRas wt GTP 98, Cdc42 wt GTP 99 and Rac1 wt modul 97.
For CCN(CC)C(=O)COc1ccc(/C(C)=N/NC(=O)c2ccccc2O)cc1 the results were Mcl1-Noxa inh 12, Rab7 wt GTP bind 97, Bim-Mcl-1 -1, Rab2A wt mod 94, Avidin bead fluor 19, Rac1 mut GTP 93, Mcl1-Bid inh -58, HRas wt GTP 94, Cdc42 wt GTP 93 and Rac1 wt modul 94.
For CCc1nnc(NC(=O)C2CCN(C(=O)NC3CCCCC3)CC2)s1 the results were Mcl1-Noxa inh -8, Rab7 wt GTP bind 101, Bim-Mcl-1 1, Rab2A wt mod 100, Avidin bead fluor 21, Rac1 mut GTP 101, Mcl1-Bid inh -28, HRas wt GTP 101, Cdc42 wt GTP 99 and Rac1 wt modul 102.
For Cc1cc(C)cc(N2CC(C)(C)C2=O)c1 the results were Mcl1-Noxa inh -9, Rab7 wt GTP bind 97, Bim-Mcl-1 1, Rab2A wt mod 97, Pf gamet viab 2, Avidin bead fluor 11, Rac1 mut GTP 98, Mcl1-Bid inh -22, HRas wt GTP 97, Cdc42 wt GTP 98 and Rac1 wt modul 102.
Screening COc1cc(/C=C/C(=O)c2c(O)ccc3c(C)cc(=O)oc23)ccc1O returned Mcl1-Noxa inh 18, Rab7 wt GTP bind 94, Bim-Mcl-1 2, Rab2A wt mod 88, Pf gamet viab 0, Avidin bead fluor 23, Rac1 mut GTP 85, Mcl1-Bid inh -3, HRas wt GTP 88, Cdc42 wt GTP 82 and Rac1 wt modul 88.
Screening O=C(c1ccco1)N1CCN(C(c2ccc(F)cc2)c2nnnn2CC2CCCO2)CC1 (centres undefined) returned Mcl1-Noxa inh 16, Rab7 wt GTP bind 95, Bim-Mcl-1 0, Rab2A wt mod 94, Pf gamet viab 9, Avidin bead fluor 8, Rac1 mut GTP 95, Mcl1-Bid inh 27, HRas wt GTP 95, Cdc42 wt GTP 95 and Rac1 wt modul 93.
Screening O=C(CCC(=O)N1CCN(S(=O)(=O)c2ccccc2)CC1)c1cccs1 returned Mcl1-Noxa inh 7, Rab7 wt GTP bind 100, Bim-Mcl-1 0, Rab2A wt mod 102, Pf gamet viab 8, Avidin bead fluor 4, Rac1 mut GTP 99, Mcl1-Bid inh -8, HRas wt GTP 101, Cdc42 wt GTP 104 and Rac1 wt modul 103.
CC(=O)c1ccc(OCc2cccc(C(F)(F)F)c2)cc1O was read as Mcl1-Noxa inh 2, Rab7 wt GTP bind 101, Bim-Mcl-1 0, Rab2A wt mod 96, Pf gamet viab -3, Avidin bead fluor 8, Rac1 mut GTP 98, Mcl1-Bid inh 3, HRas wt GTP 97, Cdc42 wt GTP 100 and Rac1 wt modul 102.
`C/C(Cc1ccccc1)=N\NC(=O)CNC(=O)c1ccc(C(C)(C)C)cc1` gave Mcl1-Noxa inh 16, Rab7 wt GTP bind 98, Bim-Mcl-1 -7, Rab2A wt mod 101, Pf gamet viab 0, Avidin bead fluor 6, Rac1 mut GTP 100, Mcl1-Bid inh -9, HRas wt GTP 100, Cdc42 wt GTP 97 and Rac1 wt modul 102.
`Nc1nc(-c2ccc3c(c2)CCCC3)cs1` gave Mcl1-Noxa inh 14, Rab7 wt GTP bind 106, Bim-Mcl-1 -4, Rab2A wt mod 104, Pf gamet viab 4, Avidin bead fluor 7, Rac1 mut GTP 98, Mcl1-Bid inh -40, HRas wt GTP 104, Cdc42 wt GTP 101 and Rac1 wt modul 107.
Screening O=C(NC1CCCCC1)c1cccnc1C(=O)O returned Mcl1-Noxa inh 11, Rab7 wt GTP bind 101, Bim-Mcl-1 0, Rab2A wt mod 103, Pf gamet viab -7, Avidin bead fluor 11, Rac1 mut GTP 103, Mcl1-Bid inh -4, HRas wt GTP 102, Cdc42 wt GTP 105 and Rac1 wt modul 109.
For Cc1ccc(CN(C)CC(=O)Nc2cccc([N+](=O)[O-])c2)o1 the results were Mcl1-Noxa inh -9, Rab7 wt GTP bind 93, Bim-Mcl-1 1, Rab2A wt mod 95, Pf gamet viab 2, Avidin bead fluor 5, Rac1 mut GTP 95, Mcl1-Bid inh -17, HRas wt GTP 95, Cdc42 wt GTP 96 and Rac1 wt modul 97.
Screening Cc1nn(Cc2ccccc2Cl)c(C)c1NC(=O)c1nc2ncccn2n1 returned Mcl1-Noxa inh -3, Rab7 wt GTP bind 100, Bim-Mcl-1 -4, Rab2A wt mod 101, Avidin bead fluor 21, Rac1 mut GTP 99, Mcl1-Bid inh -26, HRas wt GTP 102, Cdc42 wt GTP 103 and Rac1 wt modul 103.
N#C/C(=C/c1cc(Br)cs1)C(=O)NCC1CCCO1 (centres undefined) was read as Mcl1-Noxa inh 8, Rab7 wt GTP bind 101, Bim-Mcl-1 -1, Rab2A wt mod 101, Avidin bead fluor 14, Rac1 mut GTP 100, Mcl1-Bid inh -20, HRas wt GTP 103, Cdc42 wt GTP 102 and Rac1 wt modul 99.
`CSc1nc2ccc(NC(=O)C3=NN(c4ccccc4)C(=O)CC3)cc2s1` gave Mcl1-Noxa inh -2, Rab7 wt GTP bind 106, Bim-Mcl-1 0, Rab2A wt mod 97, Avidin bead fluor 25, Rac1 mut GTP 94, Mcl1-Bid inh -22, HRas wt GTP 101, Cdc42 wt GTP 94 and Rac1 wt modul 99.
For COc1ccccc1N1CCN(C(=O)CCCn2c(=O)[nH]c3ccsc3c2=O)CC1 the results were Mcl1-Noxa inh 13, Rab7 wt GTP bind 98, Bim-Mcl-1 -3, Rab2A wt mod 101, Avidin bead fluor 21, Rac1 mut GTP 99, Mcl1-Bid inh -7, HRas wt GTP 99, Cdc42 wt GTP 102 and Rac1 wt modul 102.
`CCOC(=O)N1CCC(N(CCOC)C(=O)Nc2ccc(C)c(C)c2)CC1` gave Mcl1-Noxa inh 5, Rab7 wt GTP bind 91, Bim-Mcl-1 0, Rab2A wt mod 92, Avidin bead fluor 31, Rac1 mut GTP 92, Mcl1-Bid inh -10, HRas wt GTP 94, Cdc42 wt GTP 95 and Rac1 wt modul 96.
For COc1ccc(S(=O)(=O)N(CC(=O)N2CCOCC2)c2cc(Cl)ccc2OC)cc1OC the results were Mcl1-Noxa inh -5, Rab7 wt GTP bind 98, Bim-Mcl-1 0, Rab2A wt mod 101, Avidin bead fluor 30, Rac1 mut GTP 101, Mcl1-Bid inh 0, HRas wt GTP 100, Cdc42 wt GTP 103 and Rac1 wt modul 101.
Screening COc1ccc(CCNC(=O)c2ccc(CNS(=O)(=O)c3ccc(C(C)(C)C)cc3)cc2)cc1OC returned Mcl1-Noxa inh 17, Rab7 wt GTP bind 99, Bim-Mcl-1 -6, Rab2A wt mod 98, Avidin bead fluor 12, Rac1 mut GTP 97, Mcl1-Bid inh 97*, HRas wt GTP 97, Cdc42 wt GTP 96 and Rac1 wt modul 101.
For O=C(C/C=N/OCc1c(Cl)cccc1Cl)c1cnc(-c2ccccc2)s1 the results were Mcl1-Noxa inh 3, Rab7 wt GTP bind inconclusive, Bim-Mcl-1 -4, Rab2A wt mod inconclusive, Pf gamet viab -10, Avidin bead fluor 35, Rac1 mut GTP inconclusive, Mcl1-Bid inh 9, HRas wt GTP inconclusive, Cdc42 wt GTP inconclusive and Rac1 wt modul inconclusive.
`CCNc1nc(Oc2ccc(Cl)cc2Cl)cc(C(F)(F)F)n1` gave Mcl1-Noxa inh -26, Rab7 wt GTP bind 97, Bim-Mcl-1 0, Rab2A wt mod 95, Pf gamet viab 3, Avidin bead fluor 11, Rac1 mut GTP 92, Mcl1-Bid inh 2, HRas wt GTP 99, Cdc42 wt GTP 96 and Rac1 wt modul 98.
For COC(=O)C(NC(=O)c1ccccc1Cl)(Nc1ncc(S(=O)(=O)c2ccc([N+](=O)[O-])cc2)s1)C(F)(F)F (centres undefined) the results were Mcl1-Noxa inh 14, Rab7 wt GTP bind 100, Bim-Mcl-1 -1, Rab2A wt mod 100, Pf gamet viab -13, Avidin bead fluor 10, Rac1 mut GTP 99, Mcl1-Bid inh 5, HRas wt GTP 101, Cdc42 wt GTP 106 and Rac1 wt modul 103.
Screening CN(Cc1cccc(-n2cccn2)c1)C(=O)CCc1nnc(C2CCCCC2)o1 returned Mcl1-Noxa inh 12, Rab7 wt GTP bind 96, Bim-Mcl-1 0, Rab2A wt mod 96, Pf gamet viab 2, Avidin bead fluor 13, Rac1 mut GTP 98, Mcl1-Bid inh -11, HRas wt GTP 96, Cdc42 wt GTP 99 and Rac1 wt modul 101.
For Cc1ccccc1C1=NC(c2ccc(F)cc2F)ON1 (centres undefined) the results were Mcl1-Noxa inh 12, Rab7 wt GTP bind 99, Bim-Mcl-1 -1, Rab2A wt mod 100, Avidin bead fluor 10, Rac1 mut GTP 97, Mcl1-Bid inh -44, HRas wt GTP 98, Cdc42 wt GTP 101 and Rac1 wt modul 98.
For COc1cc2nc(CCc3ccccc3)oc(=O)c2cc1OC the results were Mcl1-Noxa inh 21, Rab7 wt GTP bind 95, Bim-Mcl-1 -20, Rab2A wt mod 93, Avidin bead fluor 24, Rac1 mut GTP 92, Mcl1-Bid inh 0, HRas wt GTP 95, Cdc42 wt GTP 95 and Rac1 wt modul 92.
Screening O=C(NCc1cccnc1)c1ccc(CS(=O)(=O)c2ccc(Br)cc2)o1 returned Mcl1-Noxa inh 9, Rab7 wt GTP bind 96, Bim-Mcl-1 0, Rab2A wt mod 98, Avidin bead fluor 7, Rac1 mut GTP 100, Mcl1-Bid inh -17, HRas wt GTP 99, Cdc42 wt GTP 97 and Rac1 wt modul 100.
